Compound activity: PubChem BioAssay, National Center for Advancing Translational Sciences (NCATS)
HEK293 tox = qHTS of GLP-1 Receptor Inverse Agonists: Cytotox Screen; HEK293 cAMP-luciferase reporter cells, luminescence, 24 h; Potency, µM (highest dose often 38.3 µM), for inactives: at the top dose activity change, negative = inhibition, hits mostly inhibitors; actives 0.13% (n = 410,000); AID 624418, 2012;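 also: loss of luciferase light is scored as toxicity; % is scaled to controls: 0 for no effect and ±100 for the full control effect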
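Quantitative HTS format, 1536 wells, 200 cells/uL seeded. Compounds: 23 nL, 24 h, 37 °C. Detection: luciferase reagent, luminescence at 12 min RT; decreased signal taken as cytotoxic.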
KB-V1 MDR tox = qHTS assay for MDR1-selective chemotherapeutics: Primary screen using the drug-selected MDR subline cells KB-V1; KB-V1 MDR cells viability, CellTiter-Glo, 72 h; Potency, µM (series often up to 46.1 µM), for inactives: at the top dose activity change, negative = cytotoxicity, hits mostly cytotoxic; actives 3.4% (n = 400,000); also: % is scaled to controls: 0 for no effect and ±100 for the full control effect; nearly all actives have a fitted effect of over 60% in size
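Compound-treated KB-V1 multidrug-resistant cells, 72 h, 37 degrees C; viability by CellTiter-Glo. Fitted qHTS curves give the values.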
HT1080 IDH1KD tx = qHTS for induction of synthetic lethality in tumor cells producing 2HG: qHTS for the HT-1080-IDH1KD cell line | HT-1080 IDH1 knockdown viability, ATP luminescence, 48 h | Potency, µM (highest dose often 46.1 µM), inactives show at the top dose activity, negative = toxicity, hits mostly cytotoxic | actives 2% (n = 360,000);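 also: 0% = DMSO wells and -100% = cell-free medium wells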
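Assay cells: HT-1080 with IDH1 knockdown, 750 per well, RPMI/5% FBS. Exposure: 48 h at 37 °C following 2 h pre-incubation. Read: CellTiter-Glo luminescence; fitted concentration-response, curve class assigned.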
GLP1R ag = qHTS of GLP-1 Receptor Agonists | Glucagon-like peptide 1 receptor (Homo sapiens), P43220 | actives 0.007% (n = 380,000) | Potency, µM (series often up to 45.6 µM), for the others: top-dose activation, hits mostly activators | HEK293 GLP-1R CRE-luciferase, luminescence, 4-6 h; cells express a hypersensitive GLP-1R form | AID 624172, 2012; also: % of control where 0% means no effect
Target sequence (P43220 whole entry, looked up): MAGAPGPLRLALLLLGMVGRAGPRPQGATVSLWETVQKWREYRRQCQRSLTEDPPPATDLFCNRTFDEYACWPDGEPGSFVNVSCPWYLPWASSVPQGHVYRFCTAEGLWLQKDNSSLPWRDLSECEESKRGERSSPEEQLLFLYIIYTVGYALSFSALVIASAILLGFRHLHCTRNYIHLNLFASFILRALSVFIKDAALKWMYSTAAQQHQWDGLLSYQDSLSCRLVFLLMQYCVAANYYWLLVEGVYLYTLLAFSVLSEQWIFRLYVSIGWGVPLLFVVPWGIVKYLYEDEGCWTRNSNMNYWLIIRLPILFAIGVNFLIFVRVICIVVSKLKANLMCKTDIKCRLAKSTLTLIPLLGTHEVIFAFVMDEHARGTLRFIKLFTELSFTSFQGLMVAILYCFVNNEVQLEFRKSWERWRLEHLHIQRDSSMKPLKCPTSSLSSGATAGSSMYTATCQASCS
TDP-43 yeast inh = qHTS of TDP-43 Inhibitors; TDP-43 expressing yeast growth rescue, BacTiter-Glo, 24 h; actives 1.8% (n = 410,000); Potency, µM (highest dose often 46.1 µM), for inactives: top-dose growth rescue (activation), hits mostly activators; also: % of control where 0% means no effect; nearly all actives have a fitted effect of over 50% in size
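Yeast cells expressing TDP-43 under galactose induction are exposed to compounds for 24 hr at 30 deg C. BacTiter-Glo luminescence measures growth, so protective compounds score as activators.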
HT1080NT lethal = qHTS for induction of synthetic lethality in tumor cells producing 2HG: qHTS for the HT-1080-NT fibrosarcoma cell line; Potency, µM (series often up to 46.1 µM), without a hit: at the highest dose activity, negative = less viability, hits mostly cytotoxic; actives 1.6% (n = 360,000); HT-1080-NT fibrosarcoma viability, CellTiter-Glo ATP luminescence, 48 h;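 also: NT is the 2HG producing partner of a matched IDH1 knockdown line; 0% = DMSO-treated cells and -100% = media-only wells without cells; nearly all actives have a fitted effect of over 55% in size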
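Compounds were tested in concentration-response format on HT-1080-NT cells for 48 hours at 37 degrees C. Cell viability came from CellTiter-Glo luminescence; curves were classified by r2, response magnitude and activity.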
SW480 rerep = A quantitative high throughput screen for small molecules that induce DNA re-replication in SW480 colon adenocarcinoma cells | Potency, µM (highest dose often 46.1 µM), without a hit: top-dose re-replication activation, actives largely listed as activators | SW480 DNA re-replication, Hoechst DNA content imaging, 48 h | actives 1.8% (n = 340,000); also: % of control where 0% means no effect; nearly all actives have a fitted effect of over 55% in size
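Treated cells incubate 48 hr (37 C, 5% CO2), are stained 40 min with Hoechst, and nuclear fluorescence is enumerated; a rise in nuclei with high DNA signal marks re-replication.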
GLP1R inv ag = qHTS of GLP-1 Receptor Inverse Agonists (Inhibition Mode); Potency, µM (highest dose often 38.3 µM), for the others: at the top dose activity change, negative = inhibition, usual class: inhibitors; actives 1.6% (n = 410,000); HEK293 GLP-1R CRE-luciferase, luminescence, 24 h; GLP-1R form is constitutively active; Glucagon-like peptide 1 receptor (Homo sapiens), P43220; AID 624417, 2012; also: % is scaled to controls: 0 for no effect and ±100 for the full control effect; nearly all actives have a fitted effect of over 55% in size
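HEK293 cells stably co-expressing constitutively active GLP-1R and a cAMP-responsive luciferase reporter were seeded in DMEM with 10% Nu serum, given compounds after 12 h, and incubated 24 h at 37 deg C. Luminescence was then read.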
KB-3-1 cytotox = qHTS assay for MDR1-selective chemotherapeutics: Primary screen using the parental adenocarcinoma cell KB-3-1; KB-3-1 viability, CellTiter-Glo ATP luminescence, 72 h; actives 1.4% (n = 400,000); Potency, µM (top dose mostly 46.1 µM), inactives show at the highest dose activity change, negative = cytotoxic, most hits filed as cytotoxic; also: % is scaled to controls: 0 for no effect and ±100 for the full control effect; nearly all actives have a fitted effect of over 60% in size
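Using CellTiter-Glo luminescence, growth of non-resistant KB-3-1 adenocarcinoma cells is assessed 72 h after pin-tool compound addition at 37 °C. Normalized responses across the concentration series yield fitted curves.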
An asterisk follows results filed as active; u = inconclusive; x = no result given; [ ] = another dose, or the depositor's remark. Calls follow the shape of the dose curve; as a rule, active = well fitted curve in the direction sought with a large enough effect; inconclusive = small, poorly fitted or top-dose-only effect, or another doubt; inactive = no such curve, though single readings can be large; an effect the other way counts as inactive or inconclusive. Potency is read from the fitted curve at half-maximal effect.

SMILES | HEK293 tox | KB-V1 MDR tox | HT1080 IDH1KD tx | GLP1R ag | TDP-43 yeast inh | HT1080NT lethal | SW480 rerep | GLP1R inv ag | KB-3-1 cytotox
CCOc1ccccc1OCC(=O)Nc1ccc(N2CCOCC2)cc1N1CCOCC1 | 4.9% | -22.6% | -8.2% | 11.5% | 13.1% | 3.3% | -6.5% | 18.0% | 0.0%
CNCC(O)CN(c1ccccc1)c1ccccc1 (stereo not given) | -1.6% | -27.8% | -4.0% | 1.0% | -15.5% | -13.4% | 6.6% | 6.31µM* | -23.0%
Cc1ccc(NC(=O)c2ccc(CSc3ccccn3)cc2)cc1 | -9.8% | 0.3% | -18.4% | 10.4% | 16.1% | -8.9% | 15.7% | u | -1.9%
O=C(NCCN1CCN(c2ccc([N+](=O)[O-])cc2)CC1)NCc1ccccc1 | -25.4% | -23.8% | -15.6% | -5.1% | 6.6% | -7.1% | 1.8% | u | u
COc1ccc(Br)cc1CN1CCN(C(=O)c2cccc(F)c2)CC1 | -20.9% | -15.2% | -4.4% | 16.7% | -15.4% | -0.7% | -10.8% | u | -2.5%
COc1ccccc1S(=O)(=O)Cc1ccc(C(=O)NCC2CCCO2)o1 (stereo not given) | 10.2% | 2.5% | 17.0% | -0.7% | 2.0% | 1.5% | -5.0% | 2.3% | 2.2%
S=C(NCc1ccco1)NC1CCCc2ccccc21 (stereo not given) | 10.8% | u | -13.1% | 5.9% | u | -16.7% | -20.6% | u | -5.1%
CCCCNC(=O)c1ccc(NC(=O)CC2SC(N3CCCC3)=NC2=O)cc1 (stereo not given) | 1.1% | 12.4% | 6.6% | 10.3% | 17.5% | 6.9% | 1.9% | 16.3% | 0.3%
CCOc1ccc(/C(O)=C2\C(=O)C(=O)N(CCN(C)C)C2c2cccc(OC)c2OC)cc1Cl (stereo not given) | -9.6% | 8.2% | 10.3% | 0.5% | u | 9.8% | -2.0% | -3.7% | 5.4%
C[C@@H]1COC(=O)[C@H](Cc2ccc(F)cc2)CC/C=C\C[C@@H](CC(=O)NCCO)C(=O)N1 | 22.8% | 0.0% | 16.0% | -1.8% | 13.2% | 19.9% | -10.0% | 7.4% | 23.9%
COc1cc(NC(=O)c2c(F)c(F)c(OC)c(F)c2F)ccc1NC(=O)c1cccs1 | -7.9% | u | -5.7% | -0.8% | 5.2% | -1.4% | 19.1% | u | -29.5%
NS(=O)(=O)c1cc2c(cc1Cl)NC(CC1CCCC1)NS2(=O)=O (stereo not given) | -9.7% | -1.6% | 3.0% | -1.3% | 0.1% | 4.9% | -11.8% | -1.5% | -8.7%
C[C@@H](C(=O)Nc1nc2ccc(F)cc2s1)N1C(=O)C2CC=CCC2C1=O (stereo not given in full) | -1.3% | 15.4% | -1.0% | 18.4% | -1.7% | -0.4% | 0.2% | 1.6% | 60.6%
COc1ccc(-n2c(SCc3ccccc3F)nc3c([nH]c4ccccc43)c2=O)cc1 | -8.5% | u | x | -2.3% | 10.2% | x | x | 14.5% | -0.6%
O=C(C1COc2ccccc2O1)N1CCN(Cc2ccccc2)CC1 (stereo not given) | -0.9% | 2.2% | 6.5% | -5.5% | -10.9% | 7.9% | u | -3.4% | 0.9%
CCCn1c(CC)nc([N+](=O)[O-])c1Sc1ccc(F)cc1 | -20.2% | u | -21.8% | 1.8% | 0.0% | -13.3% | 12.7% | 0.0% | u
O=C(COC(=O)c1ccccc1OC(F)F)Nc1ccc2[nH]c(=O)[nH]c2c1 | 22.9% | -10.3% | -2.3% | 3.3% | -9.5% | -9.1% | 2.8% | 15.1% | -3.4%
COc1ccc(CN2C(=O)CCC2(C)C(=O)NC2CCCCC2)c(OC)c1 (stereo not given) | 8.8% | 20.6µM* | 8.1% | 0.2% | 3.7% | 5.3% | -5.3% | -3.7% | 1.5%
CCN(CC(=O)Nc1ccc(OC)c(OC)c1)CC(=O)Nc1ccccc1C(F)(F)F | -23.4% | -6.8% | -3.6% | u | -5.4% | 2.6% | -4.9% | 45.5%[activator] | 4.3%
CN(C(=O)CN1CCN(c2ccc([N+](=O)[O-])cn2)CC1)c1ccccc1 | u | 0.0% | -27.7% | -0.2% | -24.3% | -12.1% | -6.4% | -27.0% | -43.9%
Cc1cccc(N2C(=O)Cc3ccccc3C2=O)c1 | -3.3% | -12.3% | -4.6% | 6.8% | -2.0% | -5.5% | 9.1% | 29.4% | -1.2%
COc1ccc(Cl)cc1C(=O)Nc1cccc2ncccc12 | 18.0% | -0.2% | 0.8% | 19.7% | u | -0.6% | 4.2% | 37.1%[activator] | 0.5%
Cc1cc(C)n2c(SCc3cccs3)nnc2n1 | -19.9% | 3.3% | 5.8% | 35.2% | 8.3% | 9.4% | 2.5% | 18.2% | 18.3%
COc1ccc(NCc2n[nH]c(=O)c3ccccc23)cc1 | -17.0% | 3.3% | -14.4% | -0.6% | 0.4% | -1.8% | 2.8% | 24.6% | -10.1%
CCCCC(=O)N1CC(=O)Nc2ccc(F)cc2C1c1ccccc1 (stereo not given) | -12.3% | -3.2% | 5.7% | 27.7% | -10.0% | 5.2% | 0.6% | -29.5% | 12.0%

Continued.
SMILES | HEK293 tox | KB-V1 MDR tox | HT1080 IDH1KD tx | GLP1R ag | TDP-43 yeast inh | HT1080NT lethal | SW480 rerep | GLP1R inv ag | KB-3-1 cytotox
CCN(CC)C(=O)c1nc[nH]c1C(=O)N(C)Cc1ccccc1 | -21.6% | 4.6% | 7.3% | 7.6% | 8.3% | 7.5% | -2.6% | 4.0% | 0.9%
CCc1cccc(NC(=O)CCCSc2nc3ccccc3[nH]2)c1 | -17.1% | u | -0.7% | 1.1% | 10.5% | 4.1% | 1.6% | -54.2% | -22.2%
CCOc1ccc(NC(=O)CCN2CCN(S(=O)(=O)c3cc(Cl)ccc3OC)CC2)cc1 | -14.1% | u | -11.2%[9.24 µM] | 4.5% | 16.2% | -6.6% | -7.4% | u | 10.4%
Cc1nc2c3ccccc3nc(NNC(=O)CCC(=O)NCCN3CCN(c4ccccc4F)CC3)n2n1 | 14.0% | -5.9% | 21.2% | -2.7% | 18.8% | 11.8% | 17.3% | 12.9% | -21.8%
O=C(NCCc1ccccc1)c1ccc(S(=O)(=O)N2CCCC2)cc1 | -12.2% | u | 0.7% | 0.4% | -33.8%[inhibitor] | -2.2% | 1.4% | -13.5% | 10.8%
COc1ccc(OC)c(S(=O)(=O)N(C)CC(=O)Nc2ccccc2OC)c1 | -3.8% | -3.6% | 4.4% | 16.4% | -21.1% | 20.0% | 0.9% | -2.1% | 15.1%
Cc1ccc(C(=O)CCC(=O)OCC(=O)Nc2nnc(-c3ccccc3)o2)cc1 | -3.2% | -1.4% | 0.2% | -3.4% | u | 0.9% | -10.0% | 15.2% | 2.9%
CCN(CC(=O)NCc1cccs1)C(=O)CCC(=O)c1ccc(C)cc1 | 7.4% | u | -0.4% | 4.1% | 11.3% | 8.2% | -7.5% | -28.9% | 13.2%
CN(C)c1ccc(/C=N/NC(=O)c2ccc(Cl)cc2)cc1 | 14.9% | -10.3% | -25.9% | -0.3% | -20.5% | -5.3% | -5.8% | 16.3% | 6.5%
Cc1onc(-c2c(F)cccc2Cl)c1C(=O)NC1CCSC1=O (stereo not given) | -7.2% | 3.2% | 6.6% | -5.9% | -3.4% | 11.5% | -2.4%[9.22 µM] | -3.3% | 14.6%
NC(Cc1ccccc1)c1csc(Nc2ccc(C(=O)NCCO)cc2)n1 (stereo not given) | -0.3% | 6.4% | 21.3% | -6.5% | -0.6% | 24.0% | x | 14.4% | 0.0%
COc1cc(OC)cc(C(=O)N[C@H](C(=O)NCc2cccs2)C(C)C)c1 | 17.8% | -15.9% | -2.7% | 3.9% | 4.7% | -0.9% | 10.4% | -16.6% | -4.3%
O=C(CCC(=O)N1CCOCC1)Nc1ccc(Cl)c(Cl)c1 | -0.3% | x | -12.5% | 6.9% | -4.2% | -11.1% | 1.6% | 0.7% | x
Cc1ccc(-c2cn3c(n2)sc2cc(C(=O)NCc4cccs4)ccc23)cc1 | 6.8% | 2.5% | x | x | 16.0% | x | x | 23.9% | 8.2%
Cc1nc2c(nnn2Cc2ccccc2Cl)c(=O)[nH]1 | 2.0% | 1.4% | 9.7% | 3.6% | -3.6% | 12.0% | 1.2% | 2.9% | 4.8%
CCCCCCCNC(=O)C1(CC2CC(c3ccccc3)=NO2)CCN(C(=O)c2ccccc2)CC1 (stereo not given) | -28.6% | -3.2% | -5.5% | 4.4% | 20.5% | -13.5% | 7.7% | u | -18.3%
O=C(c1cc(COc2cccc(C(F)(F)F)c2)on1)N1CCC(c2ccccc2)CC1 | -1.0% | x | -5.4% | -7.8% | 0.0% | 3.6% | 4.7% | u | x
